High-throughput results: PubChem, several laboratories
zVAD death inh = L929 zVAD cell death inhibition; L929 zVAD necroptosis rescue, ATP luminescence, 24 h; with zVAD 60 µM; 220,000 compounds, 0.38% hits; viability rescue, % at 10 µM; AID 1377;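 active means activation, scaled between plate controls, above about 75%, limit read from the data; inactive means activation under that limit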;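 further: 0% = zVAD with DMSO and 100% = DMSO alone without zVAD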
EP2 antag = blocks the human prostaglandin E2 receptor EP2 | P43116 | C6 glioma cells expressing human EP2, cAMP TR-FRET; cells stimulated with saturating PGE2 | inhibition, % at 25 µM | 260,000 compounds, 0.52% hits;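 active means percent inhibition above 40 after rounding to a whole number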;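 further: rat C6 glioma host cells with rolipram phosphodiesterase inhibitor present; the protocol text gives 20 µM as final concentration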
Target sequence (P43116 whole entry, looked up): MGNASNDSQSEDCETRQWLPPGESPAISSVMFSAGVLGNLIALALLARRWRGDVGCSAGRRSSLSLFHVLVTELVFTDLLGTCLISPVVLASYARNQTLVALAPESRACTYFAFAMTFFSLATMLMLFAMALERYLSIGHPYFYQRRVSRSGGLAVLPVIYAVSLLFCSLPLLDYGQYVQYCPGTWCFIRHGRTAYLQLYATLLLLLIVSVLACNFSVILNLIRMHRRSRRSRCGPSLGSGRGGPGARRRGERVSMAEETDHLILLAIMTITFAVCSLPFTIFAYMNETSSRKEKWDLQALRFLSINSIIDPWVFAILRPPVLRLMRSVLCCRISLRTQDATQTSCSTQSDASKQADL
TNF necrop inh = inhibitors of TNF-alpha induced necroptosis in Jurkat FADD-/- cells. Jurkat FADD-/- TNF necroptosis rescue, ATP luminescence, 24 h; 0 = TNF only, 100 = no-TNF cells. activation (protection from cell death), % at 10 µM. 220,000 compounds, 0.068% hits;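 active means activation, meaning protection from cell death, of at least 50% relative to plate controls; inactive means activation below 50%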;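 further: necroptosis triggered by 40 ng/mL TNF-alpha added together with compound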
Hck Nef HTS = human Hck-Nef kinase inhibition; P08631; Recombinant Hck-YEEI plus Nef, Z-Lyte FRET kinase assay; inhibition, % at 20 µM; 220,000 compounds, 0.68% hits;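 active means Hck-Nef kinase inhibition above about 50%, limit read from the data; inactive means inhibition below that limit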;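 further: 0% = DMSO with Hck plus Nef and 100% = Hck alone without Nef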
Target sequence (P08631 whole entry, looked up): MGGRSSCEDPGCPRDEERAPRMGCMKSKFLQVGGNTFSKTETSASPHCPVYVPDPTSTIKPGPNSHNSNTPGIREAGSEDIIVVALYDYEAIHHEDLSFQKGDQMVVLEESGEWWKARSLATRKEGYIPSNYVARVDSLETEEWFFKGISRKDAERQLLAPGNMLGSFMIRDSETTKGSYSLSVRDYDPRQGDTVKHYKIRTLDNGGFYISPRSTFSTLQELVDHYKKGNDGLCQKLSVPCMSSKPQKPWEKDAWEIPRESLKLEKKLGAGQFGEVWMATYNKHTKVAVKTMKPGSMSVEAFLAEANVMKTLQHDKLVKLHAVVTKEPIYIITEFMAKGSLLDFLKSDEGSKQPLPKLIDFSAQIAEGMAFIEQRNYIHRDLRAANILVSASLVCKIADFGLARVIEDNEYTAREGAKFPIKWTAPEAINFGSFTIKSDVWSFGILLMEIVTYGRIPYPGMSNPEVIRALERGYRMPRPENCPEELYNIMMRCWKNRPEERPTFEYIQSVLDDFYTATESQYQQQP
EP2 mod = modulators of human EP2 prostaglandin E2 receptor; induction, % at 25 µM; EP2-expressing cells, cAMP HTRF FRET, PGE2 co-stimulation; P43116; 260,000 compounds, 0.83% hits; AID 940;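 active means compounds whose cAMP rise, as percent of the full-agonist control response, exceeds 60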;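 further: rat C6 glioma line stably carrying human EP2 under a CMV promoter; the protocol text gives 20 µM as final concentration; 100% = response of wells given 1 µM PGE2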
Runt-CBFb FRET = blocks binding of human RUNX1 Runt domain to CBFb | Cerulean-Runt/Venus-CBFb FRET ratio 530/480, 1 h | inhibition, % at 20 µM | 220,000 compounds, 0.46% hits | AID 1496;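 active means inhibition over about 50% at 20 µM in the single-dose screen, limit read from the data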;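 further: 0% = DMSO wells and 100% = excess unlabeled CBFb competitor control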
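Measured by: fluorescence energy transfer, 422 nm excitation, 530/480 nm emission; Assay system: Cerulean-Runt domain; Medium: Tris pH 7.5 buffer with BSA; Measure: loss of energy transfer signal; Controls: 5 µM unlabeled CBFb as full-inhibition high control; Incubation: protein complex preformed 1 h, compound exposure 1 h, room temperature, dark.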
RBBP9 inh = human RBBP9 hydrolase inhibition. O75884. recombinant RBBP9, FP-Rh probe fluorescence polarization. inhibition, % at 7.94 µM. 220,000 compounds, 0.2% hits. AID 1515;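 active means inhibition above the campaign mean of all tested compounds plus 3 SD, cut at about 14% in these data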;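 further: plate controls were DMSO wells with RBBP9 for no effect and wells lacking RBBP9 protein for full effect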
Target sequence (O75884 whole entry, looked up): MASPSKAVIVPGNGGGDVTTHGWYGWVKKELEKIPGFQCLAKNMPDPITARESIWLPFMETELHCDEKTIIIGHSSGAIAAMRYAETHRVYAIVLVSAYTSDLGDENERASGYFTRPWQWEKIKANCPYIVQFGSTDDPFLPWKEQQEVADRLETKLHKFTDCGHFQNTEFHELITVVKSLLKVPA
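Material: RBBP9 protein. Amount: RBBP9 at 2.5 µM in dispensed solution, before mixing. Schedule: 30 min then 45 min, 25 °C. Medium: Tris buffer pH 8.0, NaCl, Pluronic. Measured by: fluorescence polarization. Measure: percent inhibition from mP, scaled between DMSO and no-protein wells. Replication: one well per compound.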
PERK inh = blocks human PERK kinase; Q9NZJ5; CHO PERK-DD fusion, SEAP luminescence translation reporter; inhibition, % at 5.6 µM; 220,000 compounds, 0.17% hits;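 active means inhibition above the mean inhibition of all tested compounds plus 3 SD, set separately per screening campaign, cut at about 2.9% in these data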;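 further: PERK kinase domain activated by AP20187 dimerizer at 100 nM; 0% = DMSO with dimerizer and 100% = rapamycin at 8.4 µM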
Runt-SMMHC FRET = inhibitors of human RUNX1 Runt domain binding to CBFb-SMMHC; Q01196+Q13951; Cerulean-Runt/Venus-CBFb-SMMHC FRET ratio 530/480, 1 h; inhibition, % at 20 µM; 220,000 compounds, 0.74% hits; AID 1434;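 active means mean inhibition across duplicate retests at 20 µM reaching about 50%, limit read from the data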;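 further: 0% = DMSO wells and 100% = wells with excess untagged CBFb-SMMHC; inhibitors lower the FRET ratio by blocking Runt binding to CBFb-SMMHC; some results filed as inactive read as strong as hits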
* hit, by the source's call; . = not tested or not shown.

SMILES	zVAD death inh	EP2 antag	TNF necrop inh	Hck Nef HTS	EP2 mod	Runt-CBFb FRET	RBBP9 inh	PERK inh	Runt-SMMHC FRET
N#Cc1c(-c2ccccc2)cc(-c2ccco2)c(C#N)c1N	-0.2	.	-4.2	36	30	-96	-1	-0.1	-177
Clc1ccc(Nc2nc(-c3cccs3)cs2)nc1	0.4	12	-2.8	-1	-4	43	-11	0.0	22
COc1ccc(CCNC(=O)CCN2C(=O)C3CC=CCC3C2=O)cc1OC (stereo unspecified)	0.7	14	-1.4	1	22	-2	-2	0.9	-5
Cc1nn(Cc2ccccc2)c(C)c1NC(=O)CSc1n[nH]c(C)c1[N+](=O)[O-]	0.3	3	0.7	-1	-19	1	-1	0.2	2
Cc1nc([N+](=O)[O-])c(Br)n1CC(=O)c1ccc(F)cc1	0.9	8	-8.5	-15	-18	-2	-12	0.0	1
Cc1ccc(-c2nnn(CC(=O)N(CC(=O)NCc3ccccc3)c3cccc(C)c3C)n2)o1	0.0	5	-0.8	2	4	-1	-7	-1.6	2
Cc1ccc(-c2nc3ccccc3[nH]2)cc1NC(=O)/C=C/c1ccco1	3.5	5	-9.9	1	4	-2	-21	-0.7	-22
CC(C(=O)Nc1ccc2c(c1)OCCO2)c1ccc([N+](=O)[O-])cc1 (stereo unspecified)	1.3	12	1.9	2	-74	0	-6	-0.1	-1
CCOC(=O)c1oc2ccccc2c1NC(=O)c1ccc2c(c1)OCO2	0.0	2	0.1	3	33	0	3	1.2	1
CCCC(=O)NCCc1nc2cc([N+](=O)[O-])ccc2n1C	-0.2	8	1.4	0	-13	-1	-1	-0.2	5
Cc1cc(C)cc(N(C(=O)CNS(=O)(=O)c2ccccc2)C(C(=O)NCc2ccccc2)c2ccc(C)o2)c1 (stereo unspecified)	0.3	4	2.2	0	26	-3	-3	-0.8	2
O=C(CSc1nnc(-c2ccc(Cl)cc2Cl)n1C1CCCCC1)N1CCCC1	-1.0	3	-0.9	2	-2	0	5	-0.7	-2
CCC(C)(C)NC(=O)C(c1cccn1C)N(Cc1ccccc1)C(=O)Cn1nnc2ccccc21 (stereo unspecified)	-0.5	10	-0.4	3	-8	-3	2	-0.8	-6
O=S(=O)(Cc1ccccc1)N1CCN(Cc2ccc3c(c2)OCO3)CC1	0.7	7	9.2	0	-21	1	-5	-0.6	-2
O=C1N/C(=N\S(=O)(=O)Cc2ccccc2)S/C1=C/c1cccc([N+](=O)[O-])c1	0.6	13	-2.0	8	-1	-4	2	1.0	-2
CN(C)CC/C=C1/c2cc(F)ccc2CSc2ccc(F)cc21	-0.1	5	0.5	4	14	1	-7	0.1	5
CCNC(=S)N(CCc1c(C)[nH]c2ccc(C)cc12)Cc1cc(OC)c(OC)c(OC)c1	0.8	.	1.0	-2	-5	-2	-8	-1.0	2
NC(=O)CSc1nnc(NC(=O)c2cccc(S(=O)(=O)N3CCCCC3)c2)s1	1.8	9	0.3	23	23	-1	-9	1.1	-2
COc1ccc2c(c1)CCC1C2=NN(/C(C)=C/C(C)=O)C1c1cccc(F)c1 (stereo unspecified)	9.0	8	0.4	-5	-34	2	2	1.4	0
COc1cc(-c2nnc(SCc3cccnc3)n2C)cc(OC)c1O	0.3	9	-2.6	2	7	5	-3	0.7	8
N#Cc1c(NC(=S)NC(=O)c2ccccc2)sc2c1CCC2	1.3	6	0.4	3	-15	39	2	1.3	28
O=c1c2cc(N3CCOCC3)ccc2[nH]c(=S)n1CCCN1CCCCCC1	3.4	7	-0.4	-9	4	10	-4	-0.7	-27
CCCn1c(SCC(=O)N2CCCc3ccccc32)nnc1-c1ccco1	-0.5	9	1.0	1	11	1	0	0.1	1
COc1cccc2c(=O)n(CC(=O)Nc3ccccc3F)ccc12	0.5	7	-1.1	1	5	0	-6	0.1	-5
CCOC(=O)c1cnn2c(C(F)(F)F)cc(-c3ccco3)nc12	0.0	9	-0.2	9	29	14	-8	-0.2	43
Cc1cc(C)n2cc(CSc3nnc(-c4ccccc4)o3)nc2n1	0.1	10	-3.3	1	-6	0	0	0.0	0
Oc1cccc(C2c3[nH]c4ccccc4c3CCN2Cc2cnn(-c3ccccc3)c2)c1 (stereo unspecified)	3.1	13	1.2	22	7	2	-2	0.1	-3
Cc1ccc(S(=O)(=O)NCC(=O)OCC(=O)Nc2cccc(S(=O)(=O)NC3=NCCCCC3)c2)cc1C	0.3	5	0.9	24	-6	-2	-9	0.3	3
CN(Cc1ccccc1)c1c([N+](=O)[O-])c(=O)n(C)c2ccccc12	0.1	6	-2.0	19	42	2	-4	-1.8	-3
Cc1ccc(NC(=S)N(CCCN2CCOCC2)Cc2cccs2)c(C)c1	-0.8	9	0.1	2	2	10	-8	-0.4	13
CCNC(=S)Nc1ccccc1-c1ccccc1	-0.4	6	2.1	5	10	2	-8	1.6	7
CN1/C(=C\C(=O)COC(=O)c2ccco2)C(C)(C)c2ccccc21	1.6	6	-2.0	-4	-3	-1	-9	-0.4	1
CCN1/C(=C\C(=S)Nc2ccccc2)Sc2ccccc21	37	5	-0.4	18	12	.	12	0.3	.
O=C(NCCOC(=O)c1ccc(C(=O)OCCNC(=O)c2ccccc2)o1)c1ccccc1	0.1	3	-1.7	0	-22	-1	-6	0.2	3
O=C(O)c1ccc(N/N=C/C(Br)=C/c2ccccc2)cc1	-1.7	24	-31	12	-34	8	-5	0.3	3
COc1ccc(S(=O)(=O)N2CCCC(C(=O)N3CCN(C)CC3)C2)cc1C (stereo unspecified)	-0.1	13	-1.5	-1	31	0	-3	-0.1	-2
CC(C)N(Cc1nc(-c2ccccc2)no1)C(=O)CN(C)S(=O)(=O)c1ccc(Br)cc1	0.1	7	-0.6	1	28	-3	0	-0.3	-1
CNC(=O)CC1C(=O)N(c2ccc(OC)cc2)C(=S)N1NC(=O)c1cccc(F)c1 (stereo unspecified)	-1.0	9	0.8	-5	13	3	-3	-0.1	-1
CC(=O)c1ccc(NS(=O)(=O)Cc2ccccc2)cc1	0.0	7	2.4	2	13	0	-5	0.2	0
COc1ccc(C(CNC(=O)c2ccc(-n3cnnn3)cc2)N2CCOCC2)cc1 (stereo unspecified)	0.9	8	0.1	1	10	-3	-3	0.4	3
COc1ccc(/C=N/Nc2cc(C)nc(N3CCOCC3)n2)c(OC)c1	0.2	7	-0.8	16	-40	-1	-8	-0.4	0
CC(=C\c1ccccc1)/C=C1/SC(=S)N(CCC(=O)Nc2ccccn2)C1=O	2.6	3	0.9	21	7	-2	1	1.7	-39
C/C(O)=C/c1nc2ccccc2[nH]c1=O	9.4	9	3.7	1	-8	0	-4	1.1	14
COc1cc(-c2nc(CN3CCCCC3CCNC(C)=O)c(C)o2)ccc1F (stereo unspecified)	-0.3	9	3.6	18	8	2	-5	-0.6	1
CC1CC(NC(=O)N(C)C)N(C)C(=O)N1 (stereo unspecified)	.	3	2.3	1	-20	0	-4	-0.1	-2
CCc1ccc(N2C(=O)C(Cl)=C(N3CCOCC3)C2=O)cc1	0.4	4	0.5	16	-6	68*	-1	0.5	70
CC/C(=N\OC(=O)c1ccc(OC(C)C)cc1)c1ccc(C)cc1	-0.3	.	-1.0	1	18	-10	-5	-0.5	-1
S=C(NCCc1ccccc1)Nc1ccc(Cl)cc1Cl	-0.3	12	-2.5	0	-46	0	-7	-0.7	0
CC(=O)NC1C(=O)Nc2c1cccc2C(F)(F)F (stereo unspecified)	-1.0	15	-0.5	-11	-6	4	0	0.3	-4
COC(=O)CCC(=O)COc1ccccc1C#N	-0.2	4	-2.9	1	23	-1	7	0.9	1

Three entries already listed, sorted by SMILES length, descending.
SMILES	zVAD death inh	EP2 antag	TNF necrop inh	Hck Nef HTS	EP2 mod	Runt-CBFb FRET	RBBP9 inh	PERK inh	Runt-SMMHC FRET
COc1ccc(/C=N/Nc2cc(C)nc(N3CCOCC3)n2)c(OC)c1	0.2	7	-0.8	16	-40	-1	-8	-0.4	0
CC/C(=N\OC(=O)c1ccc(OC(C)C)cc1)c1ccc(C)cc1	-0.3	.	-1.0	1	18	-10	-5	-0.5	-1
C/C(O)=C/c1nc2ccccc2[nH]c1=O	9.4	9	3.7	1	-8	0	-4	1.1	14

(list continues)
SMILES	zVAD death inh	EP2 antag	TNF necrop inh	Hck Nef HTS	EP2 mod	Runt-CBFb FRET	RBBP9 inh	PERK inh	Runt-SMMHC FRET
CCN1CCN(C(=O)c2ccccc2Nc2ccc(SC(F)F)cc2)CC1	4.3	9	2.0	25	-2	-4	3	-0.2	-2
COc1ccc(C2Nc3ccccc3C(=O)N2NS(=O)(=O)c2ccccc2)cc1OC (stereo unspecified)	0.2	6	0.5	34	15	0	6	-0.1	5
COc1ccc(C(=O)N2CCCC(CCC(=O)NCc3ccc(F)c(F)c3)C2)o1 (stereo unspecified)	4.3	10	0.2	22	16	2	-5	-0.1	-4
COc1nc2ccccc2nc1OC	1.7	10	-0.8	7	-4	0	-4	1.1	-2
CCC(C)(C)NC(=O)COc1ccc(C(=O)c2ccccc2)cc1	1.4	1	-2.4	21	-67	0	4	-0.4	0
O=C(NC(=S)NC1CCCC1)c1ccccc1Br	0.4	4	1.3	3	-25	-1	-9	0.6	2
Cc1ccccc1CSc1nc(-c2ccccc2)cc(=O)[nH]1	1.9	10	0.7	1	11	2	1	1.0	4
CN(C)C(=O)CSc1nnc(-c2cc(-c3cccs3)nc3ccccc23)o1	0.2	22	-4.1	5	41	6	1	-0.9	2
CCCNC(=O)Cn1nc([N+](=O)[O-])c([N+](=O)[O-])c1C	-1.3	7	0.3	0	12	0	1	0.4	-3
COc1ccc(Cn2cnc3c4cc(F)ccc4n(C)c3c2=O)cc1	0.6	8	2.9	9	-4	-2	-6	1.3	0
O=c1c(C(c2ccccc2)c2c(O)sc3ccccc3c2=O)c(O)sc2ccccc12	0.8	.	-0.3	68*	-3	-3	-14	1.8	-9
C#CCOc1c(Cl)cc(/C=N/O)cc1OC	0.0	14	0.4	4	-41	-2	2	0.5	3
N=c1c(C(=O)NCc2ccco2)cc2c(=O)n3ccccc3nc2n1CC1CCCO1 (stereo unspecified)	-0.7	11	-4.1	47	.	.	-8	-0.1	.
NS(=O)(=O)c1ccc(N2CCCC2=O)c([N+](=O)[O-])c1	1.2	16	0.4	7	20	.	-5	1.6	.
CCOC(=O)CSc1nc2sc(C)c(C)c2c(=O)[nH]1	-0.1	10	-0.7	0	14	0	-4	1.2	-1
Nc1cnc(Br)cc1Br	0.8	13	0.4	7	19	1	-1	1.2	0
CCOc1ccc(C2N(c3ccc(F)cc3)C(=O)C3CCCN32)cc1 (stereo unspecified)	1.6	8	-0.3	3	16	1	-4	0.9	-5

Some of the compounds tested; the hit share may differ from the screen's.
